High-throughput results (PubChem BioAssay)
LDHA block: qHTS assay for inhibitors of human lactate dehydrogenase; L-lactate dehydrogenase A chain (Homo sapiens), P00338; purified LDHA, NADH/diaphorase-resazurin fluorescence; hits give low values; activity change, % (values are at about 110 or 230 µM); 480,000 tested, 0.15% active; AID 1347041, 2019; in the data active = activity change below about -30%; inconclusive = mostly about -25% to -30%;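 also: plate controls were DMSO wells for no effect and wells without enzyme for full effect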
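LDH5 2 nM; NADH 0.06 mM, pyruvate 0.2 mM; 200 mM Tris pH 7.4, EDTA, Tween-20; 5 min RT. Detection: diaphorase 0.133 mg/mL + resazurin 37 µM, fluorescence ex540/em590 at 0 and 20 min; normalized to enzyme-free and DMSO wells.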
Vif-A3F inh: qHTS for Inhibitors of Vif-A3F Interactions: qHTS; AID 602313, 2012; 390,000 tested, 0.2% active; HeLa A3F-eYFP + Vif (tagged APOBEC3F with the HIV-1 protein that degrades it), YFP fluorescence increase; Potency, µM (doses to about 46.1 µM), for inactives: at the highest dose activity, negative = active; also: potency is read from the fitted curve at half-maximal effect; % of control where 0% means no effect; nearly all actives have a fitted effect of over 65% in size
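HeLa cells stably expressing Vif plus C-terminally eYFP-tagged A3F were seeded, incubated overnight at 37 deg C, dosed with compound, incubated overnight again at 37 deg C. Yellow fluorescence (Ex 488/Em 500-530) reported blocked Vif-mediated A3F-eYFP degradation.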
PI4K2A block: qHTS for small molecular inhibitors of PI4K2A; Phosphatidylinositol 4-kinase type 2-alpha (Homo sapiens), Q9BTU6; purified PI4K2A, ADP-Glo luminescence, 1 h; hits give low values; activity change, negative = inhibition, % at 76.9 µM; 420,000 tested, 0.13% active; AID 1346378, 2018; in the data active = activity change below about -50%; inconclusive = mostly about -30% to -49%;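 also: -100% = wells without enzyme as full effect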
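PI4K2A activity was measured by ADP-Glo luminescence: enzyme (4 ug/mL stock) and phosphatidylinositol (1.2 mM stock) in Tris pH 7.5/MgCl2/EGTA/Triton X-100 buffer were reacted with ATP (300 microM stock) for one hour at ambient temperature.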
TrxR1 substrate: qHTS Assay for Substrates of Mammalian Selenoprotein Thioredoxin Reductase 1 (TrxR1): qHTS; Thioredoxin reductase 1, cytoplasmic (Rattus norvegicus), O89049; purified TrxR1 substrate turnover, NADPH consumption readout; Potency, µM (highest dose often 114 µM), for inactives: top-dose activity change, negative = substrate turnover; 390,000 tested, 0.01% active; also: potency is read from the fitted curve at half-maximal effect; % is scaled to controls: 0 for no effect and ±100 for the full control effect; nearly all actives have a fitted effect of over 50% in size
Target sequence (O89049 whole entry, looked up): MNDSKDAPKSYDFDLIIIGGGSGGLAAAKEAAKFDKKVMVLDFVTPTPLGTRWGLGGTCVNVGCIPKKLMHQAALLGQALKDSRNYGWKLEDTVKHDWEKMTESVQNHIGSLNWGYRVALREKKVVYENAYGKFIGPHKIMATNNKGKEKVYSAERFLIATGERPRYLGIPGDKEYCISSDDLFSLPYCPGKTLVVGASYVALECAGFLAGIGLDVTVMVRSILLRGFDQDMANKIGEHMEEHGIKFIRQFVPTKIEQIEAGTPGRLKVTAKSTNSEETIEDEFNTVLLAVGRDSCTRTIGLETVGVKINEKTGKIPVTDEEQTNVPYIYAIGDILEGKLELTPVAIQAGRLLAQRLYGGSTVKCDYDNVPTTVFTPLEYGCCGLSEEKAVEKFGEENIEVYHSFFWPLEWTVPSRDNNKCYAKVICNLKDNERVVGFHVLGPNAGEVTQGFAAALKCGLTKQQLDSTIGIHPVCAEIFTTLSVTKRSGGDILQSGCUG
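Rat TrxR1, dispensed at 90 nM, was prereduced with 400 uM NADPH (final) for 5 min at ~22 deg C, then incubated with compound 15 min before 400 uM selenite. A first-read NADPH fluorescence drop versus no-compound background flagged substrates.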
Vif-APOBEC3G blk: qHTS for Inhibitors of Vif-A3G Interactions: qHTS; AID 602310, 2012; DNA dC->dU-editing enzyme APOBEC-3G (Homo sapiens), Q9HC16; HeLa A3G-eYFP + Vif (tagged APOBEC3G with the HIV-1 protein that degrades it), YFP fluorescence, overnight; 410,000 tested, 0.076% active; Potency, µM (doses to about 46.1 µM), without a hit: at the top dose activity, negative = active, hits mostly inhibitors;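 also: potency is read from the fitted curve at half-maximal effect; % is scaled to controls: 0 for no effect and ±100 for the full control effect; nearly all actives have a fitted effect of over 60% in size; hits raise eYFP signal because A3G escapes Vif-driven loss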
Target sequence (Q9HC16 whole entry, looked up): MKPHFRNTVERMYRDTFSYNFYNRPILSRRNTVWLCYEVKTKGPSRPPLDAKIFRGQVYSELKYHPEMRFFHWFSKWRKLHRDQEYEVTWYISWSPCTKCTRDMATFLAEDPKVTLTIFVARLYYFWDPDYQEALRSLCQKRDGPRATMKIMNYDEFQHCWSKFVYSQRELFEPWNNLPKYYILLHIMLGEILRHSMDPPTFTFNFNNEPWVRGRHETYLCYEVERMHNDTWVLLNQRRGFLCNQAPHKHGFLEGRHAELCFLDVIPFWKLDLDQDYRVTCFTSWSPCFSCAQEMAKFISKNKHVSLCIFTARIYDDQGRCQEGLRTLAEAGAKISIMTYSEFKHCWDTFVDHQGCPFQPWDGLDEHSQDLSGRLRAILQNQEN
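Read-out is eYFP fluorescence (Ex 488/Em 500-530) from Vif-expressing HeLa A3G-eYFP cells; more signal means A3G escaped Vif-mediated degradation. Cells plated overnight, compound pinned in, incubated overnight at 37 deg C.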
USP1-UAF1 inh: Inhibitors of USP1/UAF1: Primary Screen; recombinant USP1/UAF1, Ub-Rhodamine cleavage fluorescence; AID 743255, 2014; Potency, µM (top dose mostly 57.1 µM), without a hit: top-dose activity change, negative = inhibition, usual class: inhibitors; 390,000 tested, 0.23% active; Ubiquitin carboxyl-terminal hydrolase 1 (Homo sapiens), O94782; also: potency is read from the fitted curve at half-maximal effect; % is scaled to controls: 0 for no effect and ±100 for the full control effect; nearly all actives have a fitted effect of over 60% in size; inactives centre near -12
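USP1/UAF1 complex (1 nM) preincubated 15 min at room temperature with compound, then Ub-Rho substrate (150 nM final) added. Kinetic fluorescence at 480/540 nm over 6 reads at 60 s intervals; 50 mM HEPES pH 7.8, 0.5 mM EDTA, 0.1 mg/ml BSA, 1 mM TCEP, 0.01% Tween-20.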
RXFP1 agonist: qHTS Assay for Agonists of the Relaxin Receptor RXFP1; Relaxin receptor 1 (Homo sapiens), Q9HBX9; HEK293T-RXFP1 cAMP TR-FRET, 30 min; response scale: percent of porcine relaxin response, buffer zero; Potency, µM (titrated, usually from 57.5 µM), inactives show at the highest dose activation, actives largely listed as activators; 370,000 tested, 0.3% active; AID 2676, 2010; also: potency is read from the fitted curve at half-maximal effect; % is scaled to controls: 0 for no effect and ±100 for the full control effect; nearly all actives have a fitted effect of over 60% in size; many of its hits are not listed in these tables
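Agonist response is measured as cAMP accumulation in an RXFP1-transfected HEK293T line under PDE4 inhibition. Values are scaled between buffer-only and 29 nM porcine relaxin, and EC50s come from standard Hill equation fits.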
IDH1 R132H inh: qHTS for Inhibitors of mutant isocitrate dehydrogenase 1 (IDH1): qHTS; 390,000 tested, 0.093% active; IDH1-R132H enzyme, NADPH consumption, diaphorase/resazurin fluorescence; Potency, µM (doses to about 76.6 µM), inactives show top-dose activity change, negative = inhibition, usual class: inhibitors; also: potency is read from the fitted curve at half-maximal effect; % is scaled to controls: 0 for no effect and ±100 for the full control effect; nearly all actives have a fitted effect of over 65% in size
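IDH1-R132H (0.5 ug/mL dispensed) in pH 7.5 Tris buffer was preincubated 30 min with compound, then given a substrate mix of 0.016 mM NADPH and 2 mM alpha-KG for 80 min at room temperature; remaining NADPH was read by diaphorase/resazurin fluorescence.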
Glioma ERSR ind: qHTS for Inducers of the Endoplasmic Reticulum Stress Response (ERSR) in Human Glioma: qHTS; 420,000 tested, 0.02% active; U87-MG GRP78 promoter luciferase reporter, 16 h; Potency, µM, inactives show at the top dose activation, most hits filed as activators; also: potency is read from the fitted curve at half-maximal effect; series mostly up to about 76 µM; % of control where 0% means no effect; nearly all actives have a fitted effect of over 35% in size
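Stably transfected U87-MG glioma cells carrying a GRP78-based luciferase sensor; 16 h compound incubation. Luminescence end-point read 10 min after Bright-Glo addition at room temperature.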
* = called active by the depositor; u = inconclusive; x = no result given; & = joins results of further samples; [ ] = another dose, or the depositor's remark. Unless noted, calls follow the shape of the dose curve; as a rule, active = well fitted curve in the direction sought with a large enough effect; inconclusive = small, poorly fitted or top-dose-only effect, or another doubt; inactive = no such curve, though single readings can be large; an effect the other way counts as inactive or inconclusive. These rows are one share of the data, so the mix of outcomes need not match the whole.

Results follow in this order: LDHA block	Vif-A3F inh	PI4K2A block	TrxR1 substrate	Vif-APOBEC3G blk	USP1-UAF1 inh	RXFP1 agonist	IDH1 R132H inh	Glioma ERSR ind
- COc1cccc(NC(=O)COC(=O)c2ccc3ccccc3n2)c1
→ -2&-13	-4%	-1	10%[57.1 µM]	-9%	-5%	x	0%	-4%
- CSCCC(NC(=O)c1ccc([N+](=O)[O-])cc1Cl)C(=O)OCC(=O)NC1CCCC(C)C1C (stereo not drawn)
→ 2	-18%	-4	-10%	2%	-8%	1.8%	-2%	14%
- Cc1c(C(=O)NCCCc2ccccc2)cccc1[N+](=O)[O-]
→ -1	-5%	-2	4%	0%	-15%	-3.4%	5%	1%
- CCOC(=O)N1CCN(c2ccc(C(=O)c3ccccc3)cc2F)CC1
→ -1	-5%	-10	0%[11.4 µM]	4%	-8%	1.1%	6%	2%
- CCc1cccc(NC(=O)C(Cc2ccccc2)NS(=O)(=O)c2cccs2)c1 (stereo not drawn)
→ 2	0%	0	-4%	-1%	-10%	0.7%	17%	-1%
- COC(=O)c1ccc(/C=C/c2nc3ccccc3c(=O)[nH]2)cc1
→ -10	-2%	1	-14%	-8%	-3%	2.1%	-8%	-1%
- Nc1nc(N)c2cc(Sc3cccc(C(F)(F)F)c3)ccc2n1
→ -6	2%	6	x	-6%	u	x	-4%	-14%
- CCCc1cc(=O)n2nc(N3CCC(C(=O)NCc4ccc(C)o4)CC3)sc2n1
→ 0	-9%	6	-1%[57.1 µM]	1%	-9%	2.4%	-11%	-1%
- COc1ccc(-c2c(-c3cc(OC)c(OC)c(OC)c3)noc2C)cn1
→ 0	-17%	-1	13%&-1%	u	-18%	-0.9%	14%	0%&-2%
- COC(=O)c1ccc(CNC(=O)/C=C/c2cc([N+](=O)[O-])ccc2OC(F)F)cc1
→ 0	-3%	2	-5%	0%	-25%	-0.2%	5%	-5%
- CCCCc1cc(=O)oc2cc(OCc3nn[nH]n3)c(Cl)cc12
→ -1	-10%	-8	38%[activator]	-6%	-19%	-0.1%	-2%	2%
- O=C(CCC(=O)N(CC(=O)NC1CCCC1)C1CCCC1)Nc1ccccn1
→ -10	8%	2	12%[57.1 µM]	2%	-1%	0.2%	-1%	0%
- O=C(Nc1cccs1)Nc1c(F)c(F)c(F)c(F)c1F
→ -4	-7%	3	-6%	-3%	-17%	-0.7%	13%	-2%
- Cc1ccc(-c2[nH]c3ccccc3c2C(C[N+](=O)[O-])c2ccco2)cc1 (stereo not drawn)
→ 4	-7%	-3	-3%	u	-20%	-0.5%	5%	-7%
- COc1ccccc1CN1CCCCCC1
→ -19	4%	5	11%	-3%	u	0.1%	10%	-3%

The last six compounds of the part before lead into the next:
Results follow in this order: LDHA block	Vif-A3F inh	PI4K2A block	TrxR1 substrate	Vif-APOBEC3G blk	USP1-UAF1 inh	RXFP1 agonist	IDH1 R132H inh	Glioma ERSR ind
- COC(=O)c1ccc(CNC(=O)/C=C/c2cc([N+](=O)[O-])ccc2OC(F)F)cc1
→ 0	-3%	2	-5%	0%	-25%	-0.2%	5%	-5%
- CCCCc1cc(=O)oc2cc(OCc3nn[nH]n3)c(Cl)cc12
→ -1	-10%	-8	38%[activator]	-6%	-19%	-0.1%	-2%	2%
- O=C(CCC(=O)N(CC(=O)NC1CCCC1)C1CCCC1)Nc1ccccn1
→ -10	8%	2	12%[57.1 µM]	2%	-1%	0.2%	-1%	0%
- O=C(Nc1cccs1)Nc1c(F)c(F)c(F)c(F)c1F
→ -4	-7%	3	-6%	-3%	-17%	-0.7%	13%	-2%
- Cc1ccc(-c2[nH]c3ccccc3c2C(C[N+](=O)[O-])c2ccco2)cc1 (stereo not drawn)
→ 4	-7%	-3	-3%	u	-20%	-0.5%	5%	-7%
- COc1ccccc1CN1CCCCCC1
→ -19	4%	5	11%	-3%	u	0.1%	10%	-3%
- COc1ccc(/C=C/C(=O)c2cc(F)ccc2OC(=O)c2ccccc2OC)cc1OC
→ 1	4%	3	4%	u	-26%	6.2%	-2%	-12%
- C/C(=N\NC(=S)Nc1ccc(C(C)C)cc1)c1ccc2c(c1)OCO2
→ -6	-15%	-1	-9%	2%	1%	-1.6%	-10%	0%
- O=C(c1ccccc1)c1nnc(-c2ccncc2)o1
→ -6	1%	-20	-7%	-1%	-10%	0.3%	-6%	8%
- O=C(c1cc2c(=O)[nH]c3ccccc3c2s1)N1CCN(c2ccc(F)cc2)CC1
→ -3	x	-4	9%	x	-4%	0.3%	x	x
- CCn1c(CNC(=O)c2ccc(OC)c(OC)c2)nnc1SCC(=O)Nc1ccccc1
→ -4	-1%	-2	-2%	0%	-21%	1.5%	6%	-3%
- CC(C)c1nnc(NC(=O)c2cccs2)s1
→ -8	-1%	0	4%[57.1 µM]	0%	-8%	0.2%	3%	-3%
- CC1CCCCN1C(=S)NCCc1ccccc1 (stereo not drawn)
→ -4	4%	11	-4%	1%	-7%	0.9%	7%	-7%
- CCC(C(=O)NCCc1ccc(S(N)(=O)=O)cc1)c1ccccc1 (stereo not drawn)
→ -7	1%	-1	-18%[11.4 µM]	-4%	u	x	8%	-5%
- CCCn1c(=NC(=O)c2ccncc2)c(C#N)cc2c(=O)n3cccc(C)c3nc21
→ -4	2%	-2	10%	1%	-18%	x	-3%	-3%
- COc1cc(NC(=O)c2cc(-c3ccccc3)on2)cc(OC)c1OC
→ -10	-13%	5	4%	-15%	-22%	0.9%	-15%	1%
- CCOC(=O)c1c(NC(=O)CN2CCCCC2)sc2c1CCCC2O (stereo not drawn)
→ 2	-6%	-2	0%	-10%	u	5.1%	1%	-1%
- Cc1c(-c2nnc(SCC(=O)O)n2-c2ccccc2Br)nnn1-c1ccccc1
→ -5	8%	6	-6%	0%	2%	2.6%	5%	-3%
- C=CCOc1cccc(/C=N/NC(=O)CN(c2cc(Cl)ccc2OC)S(=O)(=O)c2ccc(C)c([N+](=O)[O-])c2)c1
→ -3	-7%	1	-12%	-3%	-7%	-0.5%	2%	-7%
- CCCn1c(C)cc(C(=O)CN2C(=O)c3ccccc3S2(=O)=O)c1C
→ 0	-13%	-2	x	2%	-13%	x	1%	-14%
- CCc1nn(CC(=O)NCCCN2CCOCC2)c(=O)c2cc3sccc3n12
→ -1	-1%	4	4%	2%	-6%	u	4%	-5%

Results follow in this order: LDHA block	Vif-A3F inh	PI4K2A block	TrxR1 substrate	Vif-APOBEC3G blk	USP1-UAF1 inh	RXFP1 agonist	IDH1 R132H inh	Glioma ERSR ind
- COC(=O)[C@@]1(Cc2ccccc2)[C@H]2C(=O)N(C)C(=O)[C@H]2[C@H]2CN=C(SCc3ccc(C#N)cc3)N21
→ 1	0%	2	3%	-2%	-26%	x	-3%[38.3 µM]	0%
- CC(=O)Nc1ccc(C(=O)OCC(=O)NC(=O)NC2CCCCC2)cc1
→ 0	x	-1	-10%	-1%	-24%	1.1%	6%	-4%
- CC(C)C[C@H]1CN=C(Nc2ccccc2)N1CC1CCCC1
→ -10	0%	2	9%	1%	-13%	1.5%	18%	-4%
- COc1ccc2oc(C(=O)OCC(=O)NC(C)c3ccccc3)c(C)c2c1 (stereo not drawn)
→ 1	-8%	7	17%	-3%	-7%	1.5%	0%	-5%
- CCOc1cccc(C2c3c(oc4ccc(F)cc4c3=O)C(=O)N2CCOC)c1 (stereo not drawn)
→ -1	2%	-5	3%	-2%	7%	-3.8%	-14%	-2%
- O=C1CN(C(=O)c2ccccc2)c2ccccc2N1
→ -6	3%	-2	4%	-5%	-6%	0.5%	-3%	-3%
- COc1ccc(-c2cc3ccc(OCc4nn[nH]n4)cc3oc2=O)cc1
→ 0&-15	-5%	3	x	-1%	u	19%	3%	-3%
- Cc1cccc(NC(=O)CSCc2c(C)noc2C)c1C
→ 3	x	0	-4%	0%	-1%	1.2%	3%	-1%
- CCCN1CCc2c(sc(NC(=O)CCS(=O)(=O)c3ccccc3)c2C(=O)OC)C1
→ 0	1%	-1	0%	-4%	-24%	-1.2%	3%	-6%
- COCc1c(C(=O)N2CCN(Cc3ccc(C#N)cc3)CC2)oc2ccccc12
→ -6	4%	1	-1%	5%	-13%	-0.8%	-8%	0%
- Nc1c(N(Cc2ccccc2)C(=O)COc2ccc(F)cc2)c(=O)[nH]c(=O)n1Cc1ccccc1
→ -1	-17%	-1	-9%	1%	-13%	1.7%	6%	-4%
